Screens as filed in PubChem BioAssay.
FBW7 act: activators of human E3 ligase FBW7. 650,000 tested, 0.13% active. Q969H0. AlphaScreen FBW7–phospho-cyclin E peptide binding, activator screen. normalized activity (activation), % at 26.1 µM; in the data active = normalized activity above about 1.9%;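 also: purified mutant Fbw7 with reduced substrate affinity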
GPR151 ag: activates the human receptor GPR151 | Q8TDV0 | PathHunter beta-arrestin GPR151 cells, luminescence | activation, % at 11.2 µM | 650,000 tested, 1% active | AID 1508602; in the data active = activation above about 4.9%;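 also: 0% = median of compound wells and 100% = cells with positive control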
Target sequence (Q8TDV0 whole entry, looked up): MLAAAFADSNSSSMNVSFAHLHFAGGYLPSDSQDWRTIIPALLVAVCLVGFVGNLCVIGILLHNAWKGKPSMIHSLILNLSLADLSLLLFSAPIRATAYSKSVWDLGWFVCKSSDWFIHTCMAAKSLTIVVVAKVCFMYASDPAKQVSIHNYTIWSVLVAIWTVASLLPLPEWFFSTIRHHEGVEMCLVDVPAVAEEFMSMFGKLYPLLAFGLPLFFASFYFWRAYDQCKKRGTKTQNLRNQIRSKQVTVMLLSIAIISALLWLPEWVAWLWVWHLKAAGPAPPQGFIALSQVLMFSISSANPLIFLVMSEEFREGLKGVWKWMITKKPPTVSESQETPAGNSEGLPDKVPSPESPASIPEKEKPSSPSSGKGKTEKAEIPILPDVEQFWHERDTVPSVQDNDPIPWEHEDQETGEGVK
TEAD-YAP block: TEAD-YAP interaction inhibition | inhibition, % at 9.12 µM | HEK-TIYL cells, TEAD-Gal4/YAP UAS-luciferase luminescence | 640,000 tested, 1.4% active; in the data active = inhibition above about 32%;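 also: 0% = median of test compound wells and 100% = reference inhibitor wells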
MITF primary: inhibitors of human MITF. AlphaScreen MITF homodimerization, bead proximity signal. AID 1259374. inhibition, % at 2.6 µM. O75030. 650,000 tested, 0.91% active; in the data active = inhibition above about 50%;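 also: 0% = vehicle wells with protein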
Target sequence (O75030 whole entry, looked up): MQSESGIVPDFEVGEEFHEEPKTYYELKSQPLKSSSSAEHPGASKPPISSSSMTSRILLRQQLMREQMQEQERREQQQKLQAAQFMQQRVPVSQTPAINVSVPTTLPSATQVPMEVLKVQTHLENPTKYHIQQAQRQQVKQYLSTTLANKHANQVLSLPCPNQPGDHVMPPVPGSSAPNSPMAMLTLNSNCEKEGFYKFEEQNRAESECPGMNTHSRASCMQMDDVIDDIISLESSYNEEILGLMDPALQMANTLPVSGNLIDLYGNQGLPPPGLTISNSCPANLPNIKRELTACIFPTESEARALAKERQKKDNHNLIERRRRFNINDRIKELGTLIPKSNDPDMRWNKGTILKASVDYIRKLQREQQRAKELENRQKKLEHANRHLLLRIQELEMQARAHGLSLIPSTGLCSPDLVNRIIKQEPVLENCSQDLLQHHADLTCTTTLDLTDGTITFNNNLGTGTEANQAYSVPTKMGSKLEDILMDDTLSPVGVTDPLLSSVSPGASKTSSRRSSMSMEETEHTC
Numbers without * were called inactive; & = joins results of further samples.

Structure,FBW7 act,GPR151 ag,TEAD-YAP block,MITF primary
COc1ccc(C(C)(C)C)cc1NC(=O)CN1C(=O)C(=O)N(Cc2ccco2)C1=O,0.0,1.3,4,5
CC(C)(C)c1cc(CCC(=O)NNC(=O)/C=C/C(=O)O)cc(C(C)(C)C)c1O,0.1,-0.9,1,3
CCCOc1ccc(N2CCN(C(=O)COc3ccc(F)cc3)CC2)nn1,3.3*,1.3,7,-5
COC(=O)c1ccc(C(=O)OC)c(NC(=O)C2CC3CCC2C3)c1 (centres undefined),0.0,-0.5,1,0
COC(=O)c1ccc(-c2ccc(-c3nc4sc5c(c4c(=O)[nH]3)CCCC5)o2)cc1,0.0,0.7,-6,8
CC(Oc1cccc(C(F)(F)F)c1)C(=O)NNC(=O)Nc1ccccc1C(F)(F)F (centres undefined),0.1,0.9,15,7
O=c1ccc(-c2ccccc2)nn1CC1CCNCC1,-0.3,1.1,-2,-17
Clc1ccc(C2CC(c3ccccc3)Nc3nnnn32)c(Cl)c1 (centres undefined),0.4,0.5,13,2

Structure,FBW7 act,GPR151 ag,TEAD-YAP block,MITF primary
CCOCCCNC(=O)CCCn1c(=O)[nH]c2cc(OCC)c(OCC)cc2c1=O,-0.2,-0.1,-15,-4
Cc1ccc(NC(=O)CSc2ncccn2)c(C)c1,-0.1,1.0,-9,5
CNC(=O)C(=O)NCCC1CCCCN1S(=O)(=O)c1cccs1 (centres undefined),0.0,-0.1,5,-1
O=c1oc(-c2ccoc2)nn1Cc1ccccc1F,0.0,-1.1,0,15
CCCN1CCN(CCCNC(=O)CCCN2C(=O)COc3ccc(C)cc32)CC1,-0.3,1.1,2,-6
C[C@H](NC(=O)N1CCC2(CC1)NCCc1c2[nH]c2ccc(Cl)cc12)c1ccccc1,0.2,-0.3,37*,6
Cc1cc(C(F)(F)F)n2ncc(C(=O)O)c2n1,0.0,0.1,9,7
O=C(Nc1ccccc1)c1cc2ccccc2oc1=Nc1ccccc1Cl,0.0,-3.8,-5,0

Structure,FBW7 act,GPR151 ag,TEAD-YAP block,MITF primary
Cc1cc(=O)oc2cc(OS(=O)(=O)c3ccc(F)cc3)ccc12,0.2,-1.8,-13,5
CC(C)n1c(Oc2ccc(F)cc2)nc2c1c(=O)n(C)c(=O)n2C,0.0,-0.2,10,-6
Cn1nnnc1SCC(=O)Nc1ccc(S(N)(=O)=O)cc1,-0.1,0.1,-5,-2
CCOc1ccc(NC(=O)C2CCCN(C(=O)Nc3ccccc3)C2)cc1 (centres undefined),-0.1,0.3,8,3
CCOC(=O)Cc1csc(NC(=O)c2cc3nc(-c4ccc(OC)c(OC)c4)cc(C(F)(F)F)n3n2)n1,0.0,-0.2,10,21
O=C(c1ccc(Cn2c(=S)[nH]c3cc4c(cc3c2=O)OCO4)cc1)N1CCN(Cc2ccccc2)CC1,-0.2,-1.2,18,15
CC(=O)N1CCN(c2ccc(NCc3ccc(C(C)C)cc3)cc2)CC1,0.6,-0.3,16,18
COc1ccc(C2CC(=O)N3CN(c4ccccc4)CSC3=C2C#N)cc1OC (centres undefined),-0.4,1.2,3,4

Structure,FBW7 act,GPR151 ag,TEAD-YAP block,MITF primary
COc1ccc(OC)c(NC(=O)c2c(NC(=O)CCC(=O)O)sc3c2CCCCC3)c1,-0.2,1.1,-2,-2
Cc1cccc(N2C(C)C(=O)SC23CCCCC3)c1 (centres undefined),0.1,0.0,-3,6
COCCCNCC1C(Oc2ccc(Cl)cc2)C(=O)N1c1ccccc1C (centres undefined),0.1,1.4,6,10
FC(F)(F)c1nnc2ccc(-n3nnc4ccccc43)nn12,0.1,0.4,13,1
COc1ccccc1C1C=C(c2ccc(Cl)cc2)Nc2ncnn21 (centres undefined),-0.1,2.5,9,12
CSc1nc(NC(C)C)c2cnn(CCNC(=O)c3cccc(F)c3)c2n1,0.1,0.8,4,-79
OC1(c2ccccc2F)CCN(Cc2nnnn2Cc2cccs2)CC1,0.0,0.5,-2,28
CCOC(=O)c1ccc(COC(=O)CCc2nc3ccccc3[nH]c2=O)cc1,0.1,-0.2,-5,2

Structure,FBW7 act,GPR151 ag,TEAD-YAP block,MITF primary
O=C(NCc1ccccc1)/C(=C\c1ccc(-c2ccc(Br)cc2)o1)NC(=O)c1ccccc1,0.1,-0.2,0,16
Cc1cnc(NCCc2ccccc2)s1,0.0,-0.3,-15,9
COCC(=O)NNC(=S)Nc1ccc(F)cc1F,0.2,0.3,12,20
Cn1nc(CC(=O)NCc2ccco2)c2ccccc2c1=O,1.0,0.0,11,23
COc1cccc(-c2cc(C(F)(F)F)nc(-n3ccnc3)n2)c1,-0.1,-1.5,2,-1
Cn1c(=O)[nH]c(=O)c2[nH]c(SC(C(=O)c3ccccc3)c3ccccc3)nc21 (centres undefined),0.1,-2.9,-5,-1
Cc1ccnc(NS(=O)(=O)c2ccc(NC(=O)Cc3ccc([N+](=O)[O-])cc3)cc2)n1,0.7,3.0,8,-40
CC1CCN(S(=O)(=O)c2cccc3ccccc23)CC1,0.1,0.2,11,-4

Structure,FBW7 act,GPR151 ag,TEAD-YAP block,MITF primary
COc1ccc(C2=NN(C(=O)c3ccccc3Cl)C(c3cn(-c4ccccc4)nc3-c3ccccc3)C2)cc1OC (centres undefined),-0.1,0.5,2,6
COc1cc(/C=N/c2n[nH]c(=S)n2Cc2ccccc2)cc(OC)c1OC,0.0,1.4,-4,1
Cc1cc(-c2nnc(CCC(=O)NCCC3=CC[C@H]4C[C@@H]3C4(C)C)o2)no1,0.1,0.1,-1,-20
Cc1cccc(C(=O)Nc2sc3c(c2C(=O)O)CCC3)c1,0.1,-9.8,66*,46
O=C(c1cn(-c2ccc(F)cc2F)c(=O)c2ccccc12)N1CCCC1,-0.1,2.1,4,-4
O=C1NC(=S)N/C1=C\c1ccc(OCc2ccccc2)cc1,-0.1&-0.1,0.7&0.4,-11&-8,-6&-2
Cc1ccc(C(=O)COC(=O)COc2ccc(C#N)cc2)cc1,0.6,1.7,12,4
Cc1csc(NC(=O)CSc2nnc3n(CC(C)C)c(=O)c4ccccc4n23)n1,0.1,1.4,3,1

Overlap with the part before: two compounds, followed by the next part.
Structure,FBW7 act,GPR151 ag,TEAD-YAP block,MITF primary
Cc1ccc(C(=O)COC(=O)COc2ccc(C#N)cc2)cc1,0.6,1.7,12,4
Cc1csc(NC(=O)CSc2nnc3n(CC(C)C)c(=O)c4ccccc4n23)n1,0.1,1.4,3,1
CCOc1cccc(C(=O)Nc2cccc(-c3nc4ncccc4o3)c2C)c1,0.1,1.0,11,14
O=C(CSc1nc2ccccc2c(=O)n1CC1COc2ccccc2O1)Nc1ccccc1Cl (centres undefined),0.0,-1.0,-3,-3
COc1cc(S(=O)(=O)NCCC2=CCCCC2)ccc1-n1cnnn1,-0.2,0.6,0,-4
COc1cc(/C=N/NC(=O)COc2cc(C)cc(C)c2)ccc1O,0.1,2.0,-2,-1
Cc1nccn1CC(O)COc1ccccc1 (centres undefined),0.5,-1.3,16,11
CC(C)OC(=O)Nc1ccc2c(c1)N(C(=O)CCN(C)C)c1ccccc1CC2,-0.1,0.2,-6,-7
CCOC(=O)C1=C(O)/C(=C/c2ccc(N(CC)CC)cc2OCC)SC1=Nc1ccc(CC)cc1,-0.1,-1.5,12,-9
Cc1ccc(CN(C)C(=O)CC2C(=O)NCCN2Cc2c(F)cccc2Cl)o1 (centres undefined),0.0,-0.9,-8,-19

Structure,FBW7 act,GPR151 ag,TEAD-YAP block,MITF primary
CC(=O)c1cccc(NC2c3ccccc3C(=O)N2Cc2ccc3c(c2)OCO3)c1 (centres undefined),-0.4,0.4,5,-11
N#CC1=C(SCC(=O)Nc2cc(Cl)cc(Cl)c2)NC(=O)CC1c1cccs1 (centres undefined),-0.1,-0.8,43*,-7
O=C(NCc1ccccc1)c1oc(=O)c2ccccc2c1-c1ccccc1,-0.1,3.0,2,-10
Cn1ncc2c(=O)n(CC(=O)Nc3ccccc3F)cnc21,0.8,-1.0,5,-6
C=CCOc1ccccc1CN1CCc2nnc(CNC(=O)CCc3cccnc3)n2CC1,0.8,2.1,10,1
COc1ccc(-n2nnnc2SCC(=O)Nc2c(Cl)cccc2Cl)cc1,0.0,0.8,-5,-3
COc1ccc(N(CC(O)CN(C)C)S(=O)(=O)c2ccc(C)cc2)cc1 (centres undefined),0.3,-1.0,-2,-11
CC(C)Oc1ccccc1NC(=O)CSCC(=O)Nc1ccc2ccccc2c1,-0.1,-0.5,-3,3

Structure,FBW7 act,GPR151 ag,TEAD-YAP block,MITF primary
COc1cc(/C=c2\sc3n(c2=O)C(N)=C(C#N)C(c2cc(Br)c(OC)c(OC)c2)C=3C#N)cc(Br)c1OC (centres undefined),0.2,0.7,-9,-10
COc1ccc(S(=O)(=O)Nc2cc(-n3c(C)nc4ccccc4c3=O)ccc2Cl)cc1F,-0.2,-1.3,-10,-5
CN(C)c1ncc(/C=C2/C(=O)NC(=S)N(C3CCCCC3)C2=O)cn1,0.1,0.4,-2,8
COc1ccccc1NC(=O)NCCCn1ccc2ccccc21,0.5,-0.1,-2,16
CCCCCCOC(=O)C1=C(C)NC(=S)NC1c1ccccc1OCCC (centres undefined),0.6,-0.1,-3,12
O=C(CNCCN1CCOCC1)Nc1sc2c(c1C(=O)c1ccccc1)CCCC2,-0.7,0.2,6,74*
COc1ccc(S(=O)(=O)N2CC3(C)CC2CC(C)(C)C3)cc1 (centres undefined),-0.2,0.1,-2,4
CCC(Oc1ccc(Br)cc1)C(=O)NN (centres undefined),0.8,-1.0,-1,23

Structure,FBW7 act,GPR151 ag,TEAD-YAP block,MITF primary
Cc1cc(NC(=O)COC(=O)c2cc(=O)[nH]c(=O)[nH]2)ccc1Br,0.4,1.4,20,23
O=C(COc1ccc([N+](=O)[O-])cc1)Nc1ccc2oc(-c3ccccc3F)nc2c1,0.1,-0.1,8,28
Cc1nc2c(-c3ccc(F)cc3)c(C)nn2c(N2CCC(O)CC2)c1C,0.0,0.2,0,3
Cc1nc(N2CCN(c3ccccc3)CC2)c(C#N)c(C)c1[N+](=O)[O-],0.0,2.8,4,11
O=C(Nc1ccc(NC(=O)c2ccco2)c(Cl)c1)c1cccc(I)c1,-0.1,2.0,-3,4
COc1cccc(N2CCN(C(=O)Cc3noc4ccc(C)cc34)CC2)c1,-0.1,0.9,8,11
NNC(=O)c1cccc(-n2nc(Cl)c3cc(Nc4ccccc4F)ccc32)c1,0.1,-0.7,-13,9
CC(=O)c1cccc(NC(=O)c2ccc(CN3CCOCC3)cc2)c1,-0.2,-0.2,-5,-19

Structure,FBW7 act,GPR151 ag,TEAD-YAP block,MITF primary
CCOc1ncccc1C(=O)OCC(=O)Nc1ccc(S(=O)(=O)N2CCOCC2)cc1,0.0,0.7,4,-12
CCOCCOC(=O)C1=C(C)NC2=C(C(=O)CCC2)C1c1cccc(Br)c1 (centres undefined),0.0,2.3,12,-8
CN1/C(=C/C2CC(=O)N(c3ccc([N+](=O)[O-])cc3)C2=O)C(C)(C)c2ccccc21 (centres undefined),-0.2,-1.2,3,8
O=C(Nc1cnn(-c2cccc(C(=O)NC3CCOCC3)c2)c1)Nc1ccccc1Cl,0.0,-0.7,-1,7
Cc1sc2ncnc(Nc3cccc(Cl)c3)c2c1C,0.0,0.7,-8,-1
Cc1ccccc1N(C)S(=O)(=O)c1nnc(NC(=O)c2ccco2)s1,-0.1,-1.0,-11,1
O=C(Nc1cccc(C(F)(F)F)c1)C1C2C3CCC(C3)C12 (centres undefined),0.0,0.7,-24,-4
CC(=C\C(=O)O)/C(=C\c1ccc(Cl)cc1)C(=O)O,-0.1,3.8,0,15

Structure,FBW7 act,GPR151 ag,TEAD-YAP block,MITF primary
CC(C)c1nnc(NC(=O)CSc2nnc(N)s2)s1,0.0,0.2,12,-4
CCC(CC)C(=O)N1CCC(Oc2ccc(CN(C)Cc3cnn(C)c3)cc2)CC1,-0.1,-0.5,-1,0
O=C(NCCn1nc(-c2ccco2)ccc1=O)C1CCCO1 (centres undefined),0.0,0.1,1,16
COc1cc(C)c(CN2CCc3nnc(C(NS(C)(=O)=O)C(C)C)n3CC2)cc1C (centres undefined),0.1,1.5,2,-3
Cc1ccc(NC(=O)C2Cc3ccccc3C(=O)O2)c([N+](=O)[O-])c1 (centres undefined),1.0,3.1,-33,18
O=C(O)/C=C/C(=O)Nc1cccc(C(F)(F)F)c1,0.0,1.6,0,6
COc1ccc(-n2nc3c(c2NC(=O)C2CCCCC2)CS(=O)C3)cc1 (centres undefined),0.1,-0.5,3,16
Cc1noc(C)c1COc1ccc(C(=O)OCC(=O)c2cccs2)cc1,0.0,-1.8,1,10
CCOc1cc(/C=N/N2C(=O)C3C4C=CC(C5CC45)C3C2=O)ccc1OCc1ccccc1 (centres undefined),0.0,-0.1,7,-17

6 compounds picked at random from the list so far, as already listed:
Structure,FBW7 act,GPR151 ag,TEAD-YAP block,MITF primary
COc1ccc(-n2nc3c(c2NC(=O)C2CCCCC2)CS(=O)C3)cc1 (centres undefined),0.1,-0.5,3,16
Cc1ccc(NC(=O)C2Cc3ccccc3C(=O)O2)c([N+](=O)[O-])c1 (centres undefined),1.0,3.1,-33,18
O=C(O)/C=C/C(=O)Nc1cccc(C(F)(F)F)c1,0.0,1.6,0,6
COc1cc(C)c(CN2CCc3nnc(C(NS(C)(=O)=O)C(C)C)n3CC2)cc1C (centres undefined),0.1,1.5,2,-3
O=C(NCCn1nc(-c2ccco2)ccc1=O)C1CCCO1 (centres undefined),0.0,0.1,1,16
Cc1noc(C)c1COc1ccc(C(=O)OCC(=O)c2cccs2)cc1,0.0,-1.8,1,10

Compounds were not picked by outcome (roughly 3.5% active in at least one column).
